OX1R antagonist – blocks the human orexin 1 receptor; O43613; CHO/OX1R cells, Fluo-8 calcium fluorescence, orexin A; inhibition, % at 5 µM; 330,000 compounds, 0.43% hits; AID 434989;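 active = inhibition above its plate's threshold, mean inhibition of all tested compounds on the plate plus 3 SD, cut at about 37% in these data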;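 also: 0% = orexin A challenge wells and 100% = SB-334867-A antagonist wells; not every result past the cut was called active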
Target sequence (O43613 whole entry, looked up): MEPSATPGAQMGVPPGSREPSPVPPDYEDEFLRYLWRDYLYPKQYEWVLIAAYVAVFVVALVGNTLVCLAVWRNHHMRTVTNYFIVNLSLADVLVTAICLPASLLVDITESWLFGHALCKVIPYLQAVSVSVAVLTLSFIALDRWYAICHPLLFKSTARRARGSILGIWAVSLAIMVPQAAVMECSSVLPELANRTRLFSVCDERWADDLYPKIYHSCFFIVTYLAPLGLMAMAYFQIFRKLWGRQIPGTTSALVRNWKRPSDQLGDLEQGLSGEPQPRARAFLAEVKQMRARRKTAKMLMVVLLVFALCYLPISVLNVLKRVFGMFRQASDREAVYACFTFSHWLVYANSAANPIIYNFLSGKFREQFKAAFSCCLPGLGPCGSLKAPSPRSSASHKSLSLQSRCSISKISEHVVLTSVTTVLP
CHT allo act – human CHT allosteric activation | 310,000 compounds, 0.49% hits | AID 488977 | Q9GZV3 | CHT-expressing cells, membrane potential dye, choline EC20; active compounds read high; LV-AA mutant CHT in HEK293 cells | B-score at 10 µM;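 active = initial fluorescence not abnormally high and integrated response B-score, plate-corrected, over 3 SD above library mean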
Target sequence (Q9GZV3 whole entry, looked up): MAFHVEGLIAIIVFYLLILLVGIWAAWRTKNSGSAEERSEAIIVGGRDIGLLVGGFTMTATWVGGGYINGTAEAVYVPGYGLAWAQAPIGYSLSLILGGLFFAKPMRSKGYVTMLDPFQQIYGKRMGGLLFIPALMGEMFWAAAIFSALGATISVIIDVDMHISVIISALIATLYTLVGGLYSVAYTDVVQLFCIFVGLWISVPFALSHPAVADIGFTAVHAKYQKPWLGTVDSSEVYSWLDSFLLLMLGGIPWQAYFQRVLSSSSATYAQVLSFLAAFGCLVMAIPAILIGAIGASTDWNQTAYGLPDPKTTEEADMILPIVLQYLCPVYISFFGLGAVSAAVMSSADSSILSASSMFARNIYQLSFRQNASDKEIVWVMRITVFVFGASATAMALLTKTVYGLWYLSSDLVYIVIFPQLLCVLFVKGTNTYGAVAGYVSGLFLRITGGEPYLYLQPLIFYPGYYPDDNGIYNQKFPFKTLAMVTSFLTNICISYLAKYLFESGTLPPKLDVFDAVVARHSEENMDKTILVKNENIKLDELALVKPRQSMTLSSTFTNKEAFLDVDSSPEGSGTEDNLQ
An asterisk follows results filed as active; i = inactive; nt = no result given. Rows were taken by chance. Share with any hit: about 0.8%.

cpd	canonical_smiles	OX1R antagonist	CHT allo act
1	NC(=O)C(Cc1ccccc1)N1C(=O)c2ccccc2C1=O (centres undefined)	7	i
2	Cn1c(SCc2ccc(C#N)cc2)nnc1-c1cccc(Cl)c1	-5	i
3	CC[C@]1(O)CC2CN(CCc3c([nH]c4ccccc34)[C@@](C(=O)OC)(c3cc4c(cc3OC)N(C=O)[C@H]3[C@@](O)(C(=O)OC)[C@H](OC(C)=O)[C@]5(CC)C=CCN6CC[C@]43[C@@H]65)C2)C1 (some centres undefined)	4	i
4	COc1ccc(NC(=O)CSCc2cc(=O)n3cc(C)sc3n2)cc1	-6	i
5	Cc1ccc(NC(=O)CSc2nc3ccccc3c(=O)n2CCCC(=O)N2CCCC2)cc1	-27	i
6	C/C(CC(=O)Nc1ccc(Cl)c(Cl)c1)=N\NC(=O)C(=O)N1CCCCC1	0	i
7	COc1cc(OC)c(C(=O)NCC(c2cccs2)N(C)C)cc1OC (centres undefined)	-14	i
8	O=C(CSc1nnc(-c2ccccc2)o1)c1ccc2c(c1)OCCO2	-13	i
9	COc1ccc(CCNC(=O)CSc2nc(-c3ccco3)cc(C(F)(F)F)n2)cc1	-26	i
10	COc1ccc(C(=O)Nc2ccnn2C2CCN(Cc3ccncc3)CC2)cc1	-2	i
11	COc1ccc(OC)c(NC(=O)C2CCCN2C(=O)NC2CCCCC2)c1 (centres undefined)	-32	i
12	C=C(C)CSc1ncc(-c2cccc(C(F)(F)F)c2)cn1	-18	i
13	COC(=O)C1=C(COc2ccc(F)cc2)NC(=O)NC1c1ccc(C)cc1C (centres undefined)	-33	i
14	COC(=O)Cc1cc(OC)c(OC)cc1Cc1cc(OC)c(OC)cc1CC(=O)OC	-24	i
15	CCOC(=O)c1sc(/S(C)=N\S(=O)(=O)c2cccc(Cl)c2)c2c1CCC=C2 (centres undefined)	-14	i
16	CCn1cnnc1SCC(=O)NCC1COc2ccccc2O1 (centres undefined)	8	nt
17	CCOc1ccc(N2CC(C(=O)NCCCc3ccccc3)CC2=O)cc1 (centres undefined)	-19	nt
18	Oc1cccc(Nc2ccccc2)c1	3	nt
19	CCCn1nc(C(=O)Nc2nnc(CC)s2)c2ccccc2c1=O	-44	i
20	Cc1ccc(C)c(NS(=O)(=O)c2cc(C(=O)Nc3ccccc3-c3ccccc3)ccc2C)c1	-2	i
21	Cc1ccc(-c2noc(C3CCCN(C(=O)c4ccc(C(C)(C)C)cc4)C3)n2)o1 (centres undefined)	-5	i
22	O=C(CN1CCN(S(=O)(=O)c2ccccc2F)CC1)Nc1ccccc1C(=O)c1ccccc1	-21	i
23	COc1ccc(CCNS(=O)(=O)c2cccc(F)c2)cc1OC	-9	i
24	Nc1cc(=O)[nH]c(SCCNS(=O)(=O)c2ccccc2)n1	-19	i
25	CCNC(=S)/N=C(/Nc1ccccc1)Nc1nc(C)cc(C)n1	-46	i
26	O=C(c1ccc(Cl)s1)N1CCN(c2nc3ccccc3s2)CC1	-8	i
27	O=C(O)CCC(NC(=O)c1ccc(Cl)cc1)C(=O)O (centres undefined)	-7	i
28	O=C(NC(=O)C(F)(F)F)Nc1ccc(S(=O)(=O)Nc2nccs2)cc1	7	i
29	O=C(c1ccc2ccccc2c1)N1CCN(S(=O)(=O)/C=C/c2ccccc2)CC1	-37	i
30	COc1ccccc1CCNC(=O)CCNS(=O)(=O)c1ccc(NC(C)=O)cc1	-11	nt
31	CC(C)(C)NC(=O)CSc1nnc(-c2ccccc2)c(-c2ccccc2)n1	-20	i
32	Cc1cc(C)c(C)c(OCC(=O)O/N=C(\N)c2ccncc2)c1	-28	i
33	O=C1CN(C(=O)COc2ccc(Cl)cc2Cl)c2ccccc2N1	-9	i
34	Cc1ccccc1Cn1cc(NS(=O)(=O)c2cn(C)nc2C)cn1	-8	i
35	CCOC(=O)C1CCN(C(=O)c2cc3c(=O)n4cccc(C)c4nc3s2)CC1	-33	i
36	CCN1CNC(=S)N(c2ccccc2OC)C1	-8	i
37	Cc1ccccc1OC1C(=O)N(CC2CCCO2)C1c1ccc2c(c1)OCO2 (centres undefined)	-23	i
38	CCN1C(=O)[C@@H]2[C@@H](c3ccc(-c4ccc(F)cc4)c(OC)c3)N3CCC[C@@]3(C(=O)OC)[C@@H]2C1=O	-35	nt
39	O=C(COC(=O)CCCOc1ccccc1)NC1CCS(=O)(=O)C1 (centres undefined)	3	i
40	O=C(/C=C/c1ccc(O)cc1)OCc1occc(=O)c1O[C@@H]1OC(CO)[C@@H](O)[C@H](O)[C@@H]1O (some centres undefined)	1	i
41	CCOC(=O)c1c(NC(=O)CCCC(=O)O)sc2c1CCC2	-22	i
42	C=CCn1c(O)c2ccc(C(=O)N=NC(=O)COc3ccc(OC)cc3)cc2c1O	2	i
43	CC(=O)c1ccc(OCc2cc(C(=O)N3CCN(c4ccccc4)CC3C)no2)cc1 (centres undefined)	-26	i
44	CN1CCN(C(=O)CN(C)S(=O)(=O)c2ccc3ccccc3c2)CC1	-10	i
45	Oc1cccc(-c2nc3c4c(ncn3n2)-c2ccccc2CC42CCCC2)c1	-23	i
46	COc1ccc(CC(=O)OCC(=O)NCc2ccc(F)cc2)cc1	-13	nt
47	CCCCN(C(=O)CSc1nnc(-c2ccccc2)o1)c1c(N)n(CCC)c(=O)[nH]c1=O	6	nt
48	CCOC(=O)c1cc(NC(=O)C2CCCO2)cc(C(=O)OCC)c1 (centres undefined)	-16	i
49	O=C(NO)c1ccccc1O	-15	i
50	CC1CCCCC12NC(=O)N(CC(=O)NC1CCCc3ccccc31)C2=O (centres undefined)	-26	i
51	CCN(CC(=O)Nc1ccccc1C(F)(F)F)C(=O)c1ccc(N2CCCC2=O)cc1	-18	nt
52	NS(=O)(=O)c1cccc(NS(=O)(=O)c2ccc3ccccc3c2)c1	-4	i
53	CCS(=O)(=O)Nc1cccc(C2=NN(S(=O)(=O)c3ccccc3)C(c3cccs3)C2)c1 (centres undefined)	-8	i
54	COc1ccc(CN2CN(S(=O)(=O)c3cccs3)c3nc4ccccc4nc32)cc1	-18	i
55	Cc1ccc(C)c(N2C(=O)CC(N3CCN(Cc4ccc5c(c4)OCO5)CC3)C2=O)c1 (centres undefined)	-15	i
56	O=C1N/C(=C/c2cccn2-c2ccccc2)C(=O)N1Cc1ccccc1F	-30	i
57	Cc1ccc(C(NC(N)=O)c2ccccc2C)cc1 (centres undefined)	-17	i
58	O=C1Nc2ccccc2C12NCCc1c2[nH]c2ccccc12 (centres undefined)	-15	i
59	Cc1nc(NCc2ccc(S(N)(=O)=O)cc2)c2c(C)c(C)sc2n1	-3	i
60	CCOc1ccccc1NC(=O)CSc1nnc2ccc(-c3cccnc3)nn12	-16	i

New compounds follow:
cpd	canonical_smiles	OX1R antagonist	CHT allo act
61	O=C(Cn1c(CO)nc2ccccc21)Nc1ccccc1Cl	12	i
62	CCOC(=O)C1CCN(C(=O)CSc2cc(=O)n(C)c3ccccc23)CC1	-34	i
63	C[C@H](CO)N1C[C@H](C)[C@@H](CN(C)C(=O)NC2CCCCC2)Oc2ccc(NC(=O)Cn3cnnn3)cc2C1=O	7	nt
64	N#C/C(=C\c1ccc(Cl)c([N+](=O)[O-])c1)c1ccccn1	-8	i
65	Cc1ccc2nc(SC(C)C(=O)NC3CCCC3)[nH]c2c1 (centres undefined)	-25	nt
66	CCCCc1nnc(NC(=O)CSc2nc(=O)cc(N)n2-c2ccccc2)s1	-1	i
67	CN(C)c1ccc(C2CNC(c3ccc(Cl)c([N+](=O)[O-])c3)c3[nH]c4ccccc4c32)cc1 (centres undefined)	-16	i
68	CC(=O)c1ccc(NS(=O)(=O)c2ccccc2)cc1	-8	i
69	CCOC(=O)C1=C(c2ccccc2)c2ccccc2OC1C(=O)OCC (centres undefined)	-7	nt
70	COc1cc(N2C(=O)CC3(CCCC3)CC2=O)cc(OC)c1OC	-22	i
71	Cc1cc(C)nc(NS(=O)(=O)c2ccc(NC(=S)NC(=O)C(C)(C)C)cc2)n1	-71	i
72	O=C1C=C(c2cccc3c2sc2ccccc23)C[C@@H](c2ccc(F)cc2)C1	-10	nt
73	COc1ccc(CCNC(=O)COC(=O)C2CC2)cc1	5	i
74	COc1ccc(NC(=O)c2ccc(S(=O)(=O)N3CCCCC3)cc2)cc1OC	-8	nt
75	CCN(CC)C(=O)CSc1nc2ncccc2[nH]1	-18	i
76	Fc1ccc(CNC(=S)Nc2ccc(OC(F)F)cc2)cc1	9	i
77	CCN(CC)C(=O)c1[nH]cnc1C(=O)Nc1ccc(C)cc1	-5	nt
78	CCOc1ncccc1C(=O)Nc1nc(C(C)(C)C)cs1	-32	i
79	O=C(COc1ccc2oc3c(c2c1)CCCC3)Nc1ccccn1	-15	i
80	O=C(CCCC(=O)c1ccccc1)Nc1ccc(O)cc1	-14	i
81	CCOC(=O)/C=C/C(=O)NNC(=O)c1ccccc1Cl	-14	i
82	COC(=O)Nc1ccc2c(c1)N(C(=O)CCN1CCOCC1)c1ccccc1S2	-58	i
83	CCc1cccc(NC(=O)CCc2nc(-c3cccs3)no2)c1	-14	i
84	Cn1c(N)c(C(=O)COC(=O)COc2cccc(Br)c2)c(=O)n(C)c1=O	7	nt
85	N/C(=N\OC(=O)c1ccncc1)c1cccc([N+](=O)[O-])c1	-18	7.3*
86	O=c1[nH]c(=S)n(C2CCCCC2)c(O)c1C=NCCN1CCOCC1	-19	i
87	CCOC(=O)C(=O)Nc1ccc(S(=O)(=O)N2CCOCC2)cc1OC	13	i
88	CCOC(=O)C1CCN(c2c(NC3CCCc4ccccc43)c(=O)c2=O)CC1 (centres undefined)	-22	i
89	Cc1ccc(NC2=CC(=O)CC(c3ccco3)C2)c(N)c1 (centres undefined)	-20	i
90	CC(C)Sc1nc2c(c(=O)[nH]c(=O)n2C)n1Cc1ccccc1	-16	i

Along the list, as entered above.
OX1R antagonist, compounds 62–70: -34, 7, -8, -25, -1, -16, -8, -7, -22
CHT allo act, compounds 62–70: i, nt, i, nt, i, i, i, nt, i

Reformatted: entries from further up
Sequence of screens: OX1R antagonist, CHT allo act
87: CCOC(=O)C(=O)Nc1ccc(S(=O)(=O)N2CCOCC2)cc1OC
  13, i
88: CCOC(=O)C1CCN(c2c(NC3CCCc4ccccc43)c(=O)c2=O)CC1 (centres undefined)
  -22, i

The list goes on:
cpd	canonical_smiles	OX1R antagonist	CHT allo act
91	CC(=O)c1c(N2CCN(C(=O)C3CCCO3)CC2)nc(=S)n(-c2ccccc2)c1C (centres undefined)	3	i
92	Cc1ccc(OCC(=O)N2CCOCC2)c([N+](=O)[O-])n1	-14	i
93	CCN1CCN(CC(=O)N2CCCC(C(=O)c3ccc(Oc4ccccc4)cc3)C2)CC1 (centres undefined)	-19	i
94	O=C(O)Cn1cc(C(=O)C2CC2)c2ccccc21	-1	i
95	Cc1c(C(=O)OCC(=O)Nc2ccc3c(c2)OCO3)cccc1[N+](=O)[O-]	-13	i
96	N#CCCC12CCCCC1=Nc1ccccc12 (centres undefined)	-21	i
97	CNc1nc(SC)nc2ccccc12	-18	i
98	CCOC(=O)c1c(NC(=S)NNS(=O)(=O)c2ccc(Br)cc2)sc2c1CCCCC2	6	i
99	COc1ccc(NC(=O)c2ccccc2OCc2ccc(F)cc2)c(OC)c1	-10	i
100	O=C(Nc1nc(=O)[nH]s1)c1ccccc1	-25	i
101	COc1ccc(NC(=O)CSCC(=O)N(C)CC(=O)Nc2ccc(Cl)c(C(F)(F)F)c2)cc1	-15	i
102	CC(C)c1ccc(S(=O)(=O)N2CCN(C(=O)CN3C(=O)NC4(CCCC4)C3=O)CC2)cc1	-2	i
103	O=C1C2C3C=CC(CC3)C2C(=O)N1c1ccccc1F (centres undefined)	-16	i
104	O=C1OC2(c3ccccc3)C3CCCC2C13	-3	i
105	COc1cc([N+](=O)[O-])ccc1N1C(=O)C2C3C=CC(C4CC34)C2C1=O (centres undefined)	-13	i
106	COc1cc(NC(=O)COC(=O)Cc2ccsc2)cc(OC)c1	16	nt
107	CCN(c1ccccc1)S(=O)(=O)c1ccc(C(=O)N2CC(C)CC(C)C2)cc1 (centres undefined)	-13	i
108	N/C(=N\NS(=O)(=O)c1ccccc1Cl)c1ccccn1	5	i
109	COc1cc2c(cc1OC)C(/C(C#N)=N\O)=NC(C)(C)C2	-5	i
110	CS(=O)(=O)N(CC(=O)Nc1cccc(Br)c1)Cc1ccccc1	nt	i
111	Cc1nnc(SCC(=O)Nc2ccc(N3CCOCC3)cc2)n1-c1ccccc1	0	i
112	C=CCn1c(SCC)nc(O)cc1=O	-21	i
113	O=C(O)c1cccc(S(=O)(=O)N2CCN(C(c3ccccc3)c3ccccc3)CC2)c1	6	i
114	Cc1ccc(C(C)NC(=O)Cc2cccs2)cc1C (centres undefined)	-29	i
115	Fc1ccc(Nc2ncnc3sc4c(c23)CCC4)cc1	-23	i
116	CC1CN(/C=C/C(=O)C(F)(F)F)CC(C)O1 (centres undefined)	-8	i
117	Cc1ccc(S(=O)(=O)N=S(CC2CC2(Cl)Cl)CC2CC2(Cl)Cl)cc1 (centres undefined)	-34	i
118	O=C(CCn1cccn1)N1CCCC(N2CCN(c3cccc(C(F)(F)F)c3)CC2)C1 (centres undefined)	-23	i
119	CCOC(=O)C1=C(C)NC(=O)NC1C(C)C (centres undefined)	-12	i
120	O=C(Nc1cc([N+](=O)[O-])ccc1F)C1CC1	12	i

Of the compounds above, 4 have a COOH group:
cpd	canonical_smiles	OX1R antagonist	CHT allo act
27	O=C(O)CCC(NC(=O)c1ccc(Cl)cc1)C(=O)O (centres undefined)	-7	i
41	CCOC(=O)c1c(NC(=O)CCCC(=O)O)sc2c1CCC2	-22	i
94	O=C(O)Cn1cc(C(=O)C2CC2)c2ccccc21	-1	i
113	O=C(O)c1cccc(S(=O)(=O)N2CCN(C(c3ccccc3)c3ccccc3)CC2)c1	6	i

Screening data from PubChem.
